CHRM5 agonist – CHRM5 agonism in calcium assay; activation, % at 3 µM; 0.19% of 360,000 active; P08912; CHO-K1 hM5 cells, Fluo-8 calcium fluorescence; 0% DMSO wells, 100% maximal acetylcholine response;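 active = activation above the run's mean over test compounds plus 3 SD, cut at about 23% in these data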;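 also: signal is peak over basal fluorescence ratio across the kinetic read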
Target sequence (P08912 whole entry, looked up): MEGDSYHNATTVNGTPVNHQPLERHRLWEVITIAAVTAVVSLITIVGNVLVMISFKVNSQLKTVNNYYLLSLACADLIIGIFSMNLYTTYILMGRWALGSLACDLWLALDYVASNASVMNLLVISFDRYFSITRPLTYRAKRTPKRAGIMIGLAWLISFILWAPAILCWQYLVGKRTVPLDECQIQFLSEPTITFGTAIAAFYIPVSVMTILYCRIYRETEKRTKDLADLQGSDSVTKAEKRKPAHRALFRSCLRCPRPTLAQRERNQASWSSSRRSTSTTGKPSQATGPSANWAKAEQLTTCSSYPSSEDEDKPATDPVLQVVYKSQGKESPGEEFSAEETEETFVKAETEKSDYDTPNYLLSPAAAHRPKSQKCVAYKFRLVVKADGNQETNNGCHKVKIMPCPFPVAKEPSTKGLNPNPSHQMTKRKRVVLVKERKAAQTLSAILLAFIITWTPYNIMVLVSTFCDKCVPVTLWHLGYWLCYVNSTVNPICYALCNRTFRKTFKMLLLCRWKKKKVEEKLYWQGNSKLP
CHRM4 PAM – positive allosteric modulators of human muscarinic M4 receptor | 0.4% of 360,000 active | P08173 | CHO-K1 hM4/Gqi5, Fluo-8 calcium fluorescence, ACh EC20; 0% = ACh EC20, 100% = maximal ACh | AID 624126 | activation, % at 3 µM;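 active = activation above its plate's cutoff, the mean activation of sample wells plus 3 SD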; also: some results filed as inactive read as strong as hits
Target sequence (P08173 whole entry, looked up): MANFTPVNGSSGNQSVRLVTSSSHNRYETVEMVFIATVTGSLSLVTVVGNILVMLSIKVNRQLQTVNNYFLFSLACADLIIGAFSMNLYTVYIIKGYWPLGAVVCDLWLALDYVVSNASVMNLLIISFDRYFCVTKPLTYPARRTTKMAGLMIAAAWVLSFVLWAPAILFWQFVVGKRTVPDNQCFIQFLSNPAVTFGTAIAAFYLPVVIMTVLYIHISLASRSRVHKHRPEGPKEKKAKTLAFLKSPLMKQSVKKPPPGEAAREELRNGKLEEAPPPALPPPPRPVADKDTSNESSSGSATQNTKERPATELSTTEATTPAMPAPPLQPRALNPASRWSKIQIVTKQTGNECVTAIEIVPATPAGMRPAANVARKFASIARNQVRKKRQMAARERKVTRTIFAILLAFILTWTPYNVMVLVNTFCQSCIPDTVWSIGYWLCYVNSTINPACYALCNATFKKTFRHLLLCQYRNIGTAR
M1 ag parental – nonselective activator or artifact in parental CHO-K1 cells; Fluo-8 calcium fluorescence; scaled to maximal ATP response, vehicle zero; activation, % at 3 µM; AID 602248; 0.48% of 360,000 active; in the data active = activation above about 15%;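 also: untransfected CHO-K1 host cells lacking M1 receptor as counterscreen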
CHO-K1 Ca antag – nonselective inhibitor or artifact in parental CHO-K1 cells; inhibition, % at 3 µM; ATP-induced calcium, Fluo-8 fluorescence; 0.6% of 360,000 active; AID 602250;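 active = inhibition above a per-plate cutoff, the plate's mean sample inhibition plus 3 SD, cut at about 24% in these data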;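 also: 0% = DMSO plus EC80 ATP and 100% = DMSO alone without ATP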
CHRM4 agonist – agonists of human muscarinic M4 receptor (CHRM4). CHO-K1 hM4/Gqi5, Fluo-8 calcium fluorescence; vehicle 0%, full acetylcholine response 100%. AID 624127. P08173. activation, % at 3 µM. 0.14% of 360,000 active;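 active = activation above the run mean over all test wells plus 3 SD, cut at about 32% in these data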;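 also: peak over basal fluorescence ratio per well then scaled between controls; 0% = DMSO wells and 100% = acetylcholine at EC100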
CHRM4 antagonist – CHRM4 antagonism in calcium assay; CHO-hM4 cells, ACh EC80, Fluo-8 calcium fluorescence; inhibition, % at 3 µM; 0.73% of 360,000 active;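 active = inhibition above its plate's cutoff, the mean inhibition of sample wells plus 3 SD, cut at about 27% in these data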;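 also: 0% = acetylcholine EC80 with DMSO and 100% = DMSO without agonist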
M5 PAM – CHRM5 positive allosteric modulation; P08912; 0.3% of 360,000 active; CHO-K1 hM5, Fluo-8 calcium, ACh EC20 PAM; 0% = ACh EC20, 100% = ACh EC100; activation, % at 3 µM;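 active = activation above the run cutoff, the mean activation of all test compounds plus 3 SD, cut at about 18% in these data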
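Assay system – human M5 receptor in CHO-K1 cells · Read-out – % activation, ACh-normalized · Technique – Fluo-8 calcium fluorescence · Dosing – single-point, 3 µM nominal · Incubation – Fluo-8 loading 80 min at 37 °C plus 30 min room temperature · Repeats – singlicate, one well per test compound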
CHO-K1 Ca PAM – nonselective activator or artifact in parental CHO-K1 calcium assay; ATP EC20, Fluo-8 calcium fluorescence; 0% at ATP EC20, 100% at ATP max; activation, % at 3 µM; 0.02% of 360,000 active;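 active = activation above the run cutoff, the mean activation of all test compounds plus 3 SD, cut at about 40% in these data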;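 also: peak over basal fluorescence ratio in a 140 s read after ATP addition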
CHRM5 antagonist – blocks acetylcholine activation of human M5 receptor. CHO-hM5 cells, Fluo-8 calcium fluorescence, ACh EC80. 0.59% of 360,000 active. inhibition, % at 3 µM. AID 624040;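 active = inhibition above a per-plate cutoff, the mean of that plate's test compounds plus 3 SD, cut at about 27% in these data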;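 also: 0% = acetylcholine EC80 with DMSO and 100% = DMSO without agonist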
The depositor's hits bear a star.

# | SMILES | M1 ag parental | CHRM4 PAM | CHRM4 antagonist | CHO-K1 Ca antag | CHRM4 agonist | CHRM5 agonist | M5 PAM | CHRM5 antagonist | CHO-K1 Ca PAM
1 | CCOc1ccc(CCNC(=O)C2CCC(=O)N2C2CCCCC2)cc1OCC (stereo unspecified) | -0.7 | -6 | -1 | 5 | -1 | -1 | -3 | 4 | -16
2 | Cc1nnsc1-c1onc(C)c1C(=O)Nc1cc(Cl)cc(Cl)c1 | 10 | -29 | 20 | 15 | 10 | -1 | -24 | 26 | -4
3 | Cc1[nH]n(C(N)=S)c(=O)c1N=Nc1cc(C(F)(F)F)ccc1Cl | 0.2 | 2 | 0 | 0 | 0 | -2 | 5 | -4 | -9
4 | CC(C)(C)CN1C(=O)C(=O)NC[C@H]1Cc1cccc2ccccc12 | 0.2 | 1 | 4 | -12 | 0 | 1 | 2 | 4 | 15
5 | CC(C)(C)S(=O)(=O)/C(C#N)=C/c1sccc1C1OCCO1 | 3.2 | -33 | 4 | 2 | 9 | -2 | -28 | 22 | -11
6 | Cc1ccc(S(=O)(=O)N2CCCC(C(=O)N(Cc3cccs3)C3CC3)C2)cc1 (stereo unspecified) | 5.3 | -9 | 4 | -4 | 9 | -10 | -24 | 5 | 17
7 | COc1ccc(OCCC(=O)Nc2nccs2)cc1 | 2.7 | 2 | -2 | -5 | 2 | 1 | -2 | -7 | 16
8 | COc1cc([C@@H]2[C@H]3CNCC=C3C(C#N)=C(N)C2(C#N)C#N)ccc1OC(C)C | 0.6 | -2 | 4 | 0 | 0 | 0 | -3 | -7 | 6
9 | CC1CCN(CCOc2cc(Cl)ccc2Cl)CC1 | 1.0 | 0 | 7 | -10 | 0 | -6 | 0 | -1 | 17
10 | CCOc1ccc(N(C(=O)CNC(=O)c2ccco2)C(C(=O)NCC2CCCO2)c2ccccc2)cc1 (stereo unspecified) | 2.0 | -1 | -9 | -6 | 5 | -1 | 0 | 7 | 6
11 | COC(=O)C12OCC34C(CC5C(C)=C(O)C(=O)CC5(C)C3C(O)C1O)OC(=O)C(OC(=O)C=C(C)C)C24 (stereo unspecified) | 0.4 | 1 | -11 | -5 | 0 | 5 | 6 | -1 | 10
12 | Cc1onc(-c2c(Cl)cccc2Cl)c1NC(=O)NNc1c(Cl)cncc1Cl | -0.1 | -12 | -2 | 3 | 0 | -2 | -5 | 18 | -8
13 | CCSc1nc(-c2ccc(OC)cc2)cc(-c2ccc(OC)cc2)c1C#N | 0.0 | -10 | 8 | 12 | 1 | 4 | 1 | 0 | -8
14 | CC(C)C(C(=O)NC1CCCC1)N(CC1CCCO1)C(=O)CNS(=O)(=O)c1ccccc1 (stereo unspecified) | 0.0 | 10 | -18 | -10 | 1 | -3 | -3 | 2 | 16
15 | CCOC(=O)c1c(C)[nH]c(C(C)=O)c1C | 0.1 | 2 | 10 | -6 | 1 | 2 | -5 | 5 | 4
16 | COc1ccc(F)cc1S(=O)(=O)n1nc(C)cc1C | 0.4 | 7 | -3 | -13 | 0 | -3 | 17 | -4 | 16
17 | Cc1ccc(NC(=O)CNC(=O)c2ccco2)cc1 | 0.5 | 4 | -3 | -7 | 2 | 0 | 1 | 4 | -5
18 | COc1ccc(-c2ccc(SCC(=O)NCC3CCCO3)nn2)cc1OC (stereo unspecified) | -0.6 | 10 | -5 | -12 | 1 | 2 | 8 | -2 | 3
19 | O=C(N/N=C/c1ccc(-c2cccc(C(F)(F)F)c2)o1)c1ccccc1Br | 1.1 | 2 | 5 | -5 | 4 | 4 | -2 | -1 | 11
20 | Cc1nnc(Sc2cc(C(=O)NCCCN(C)Cc3ccccc3)c3ccccc3n2)s1 | 0.1 | -3 | 3 | -13 | 1 | -5 | 5 | 2 | 24

Four structures already listed, ordered by molecular weight, lowest first.
# | SMILES | M1 ag parental | CHRM4 PAM | CHRM4 antagonist | CHO-K1 Ca antag | CHRM4 agonist | CHRM5 agonist | M5 PAM | CHRM5 antagonist | CHO-K1 Ca PAM
7 | COc1ccc(OCCC(=O)Nc2nccs2)cc1 | 2.7 | 2 | -2 | -5 | 2 | 1 | -2 | -7 | 16
2 | Cc1nnsc1-c1onc(C)c1C(=O)Nc1cc(Cl)cc(Cl)c1 | 10 | -29 | 20 | 15 | 10 | -1 | -24 | 26 | -4
13 | CCSc1nc(-c2ccc(OC)cc2)cc(-c2ccc(OC)cc2)c1C#N | 0.0 | -10 | 8 | 12 | 1 | 4 | 1 | 0 | -8
8 | COc1cc([C@@H]2[C@H]3CNCC=C3C(C#N)=C(N)C2(C#N)C#N)ccc1OC(C)C | 0.6 | -2 | 4 | 0 | 0 | 0 | -3 | -7 | 6

Back to the main list with the 2 entries that preceded the break.
# | SMILES | M1 ag parental | CHRM4 PAM | CHRM4 antagonist | CHO-K1 Ca antag | CHRM4 agonist | CHRM5 agonist | M5 PAM | CHRM5 antagonist | CHO-K1 Ca PAM
19 | O=C(N/N=C/c1ccc(-c2cccc(C(F)(F)F)c2)o1)c1ccccc1Br | 1.1 | 2 | 5 | -5 | 4 | 4 | -2 | -1 | 11
20 | Cc1nnc(Sc2cc(C(=O)NCCCN(C)Cc3ccccc3)c3ccccc3n2)s1 | 0.1 | -3 | 3 | -13 | 1 | -5 | 5 | 2 | 24
21 | CC1CC(C)(C)Nc2ccc(N=O)cc21 (stereo unspecified) | 0.5 | -3 | 0 | -6 | 1 | -3 | -2 | 3 | 5
22 | Cc1ccn2c(-c3csc(Nc4ccc(C(=O)O)cc4)n3)c(C)nc2c1 | -0.3 | -1 | -1 | 23 | 0 | 2 | -6 | 12 | -9
23 | CCN(CC)S(=O)(=O)c1ccc2c(c1)nc(CCC(=O)O)n2CC | 0.5 | -5 | 3 | 3 | 1 | 0 | 11 | 5 | 16
24 | COc1ccc(-c2cc(=O)c3ccccc3s2)cc1 | 2.7 | 1 | -5 | -17 | 6 | -3 | -3 | -1 | 14
25 | CCOC(=O)C1=C(C)NC(=O)NC1c1ccc(OCCO)c(OC)c1 (stereo unspecified) | 0.2 | 23 | -6 | -5 | 1 | -1 | 7 | -6 | 8
26 | COc1ccc(-n2nnnc2-c2cccc(OC)c2)cc1 | 0.6 | 2 | -9 | -3 | 1 | -8 | -2 | 0 | 14
27 | COc1cccc(CN(C)C(=O)c2ccc3nccnc3c2)c1 | 0.7 | 6 | 0 | -4 | 2 | -4 | -2 | -10 | 4
28 | CC(=O)N(C)c1ccc(N=Nc2c(C)[nH]n(C(N)=S)c2=O)cc1 | 0.0 | -6 | 7 | -6 | 0 | -2 | -3 | 4 | 18
29 | OCCC1CN(Cc2cccc(OC3CCCC3)c2)CCN1Cc1ccsc1 (stereo unspecified) | 3.7 | -5 | 3 | -11 | 5 | -7 | -4 | 3 | 16
30 | COc1cc(C2C(C(=O)c3ccco3)=C(O)C(=O)N2c2cc(C)on2)cc(Br)c1O (stereo unspecified) | 1.1 | -1 | -7 | 0 | 2 | -3 | -6 | -2 | 6
31 | CC(=O)Nc1cc(-c2ccccc2N(C)C)cn2c(-c3ccccc3)cnc12 | 4.8 | -7 | -3 | -8 | 3 | -1 | -14 | 2 | 11
32 | Oc1cccc(/C=N/Nc2ncnc3c2ncn3Cc2ccccc2)c1 | 0.0 | 8 | -9 | -1 | 3 | 0 | 1 | -3 | 4
33 | Cc1cc(C)nc(CCNC(=O)C2CCC(=O)N(Cc3ccccc3F)C2)n1 (stereo unspecified) | 6.2 | 1 | -4 | -3 | 1 | -3 | 2 | -3 | 13
34 | Cc1cc(CNC(=O)Cn2cc([N+](=O)[O-])cn2)c2ccccc2n1 | 1.5 | -4 | -10 | -11 | 4 | -6 | -3 | 2 | 7
35 | COc1ccc(CNC(=O)Nc2ccc(C)cc2C)cc1 | -0.1 | -2 | -6 | -1 | 1 | 2 | 3 | -2 | 15
36 | NS(=O)(=O)c1ccc(CCNC(=O)CCCn2c(=O)[nH]c3ccc(Br)cc3c2=O)cc1 | 0.8 | -3 | 0 | -9 | 0 | -3 | -5 | 2 | 22
37 | CCCOc1ccc(/C=C/C(=O)Nc2ccc([N+](=O)[O-])cc2)cc1 | -0.1 | -4 | -9 | -10 | 2 | -7 | -9 | -10 | 15
38 | O=C(c1cc(F)c(F)cc1Cl)N1CCOCC1 | 0.3 | 8 | 0 | -6 | 1 | -6 | 7 | -5 | 20
39 | Cc1ccc(Cc2c(-c3ccc(C#N)cc3)nc3c4ccccc4ccn23)cc1 | 0.8 | -4 | 5 | -10 | 0 | -1 | -12 | 17 | 5
40 | CC(C)(C)c1ccc2c(c1)C(=O)c1ccccc1C2=O | 0.7 | 1 | -7 | -4 | 2 | -2 | -4 | 5 | 15

(more compounds)
# | SMILES | M1 ag parental | CHRM4 PAM | CHRM4 antagonist | CHO-K1 Ca antag | CHRM4 agonist | CHRM5 agonist | M5 PAM | CHRM5 antagonist | CHO-K1 Ca PAM
41 | C[C@@H]1CC[C@]2(O[C@@H](CCO)C[C@@H](O)[C@@H]2O)O1 | 0.6 | 1 | -2 | 1 | 1 | 4 | -2 | 7 | -14
42 | CCOP(=O)(/C(C#N)=C(\C)O)c1ccccc1 (stereo unspecified) | 0.2 | 2 | 3 | -8 | 1 | 0 | 5 | -8 | 20
43 | COc1ccccc1-c1ccc(Nc2ccc(C(=O)N3CCOCC3)cc2)nn1 | 0.2 | 9 | 2 | -11 | 2 | -2 | 3 | -2 | 4
44 | CC1=C(C(=O)Nc2ccccc2)C(c2cccc([N+](=O)[O-])c2)Nc2nc3ccccc3n21 (stereo unspecified) | 1.5 | -8 | 1 | -8 | 5 | 0 | -1 | -7 | 17
45 | COc1ccc(C(=O)c2ccc(OC)c3cccc(O)c23)cc1OC | 1.0 | 0 | 1 | -6 | 6 | 2 | 0 | -2 | 12
46 | Cc1cc(=O)n(CCCO)c(O)c1C#N | 0.3 | -2 | -8 | -17 | 1 | 0 | 5 | 0 | 16
47 | Cc1cnc(NC(=O)CCCNC(=O)c2ccc(Cl)cc2)s1 | -0.1 | 2 | 0 | 10 | 1 | 0 | 4 | -4 | -14
48 | CCCCN(C(=O)CNC(=O)c1ccco1)C(C(=O)NC1CCCCC1)c1cccnc1 (stereo unspecified) | 0.4 | -1 | 5 | -7 | 0 | -2 | 3 | -1 | 4
49 | Cc1cc(C(=O)OCC(=O)Nc2ccccc2C(F)(F)F)on1 | -0.5 | 0 | 2 | 3 | 0 | 3 | 1 | 9 | -16
50 | Cn1c(C(=O)OCC(=O)NCCc2ccccc2)cc2sccc21 | 1.1 | 1 | -10 | -19 | 0 | -3 | 0 | -6 | -1
51 | CCOc1ccc(-n2c(C)c3c(C)nnc(C)c3c2C)cc1 | 0.1 | -3 | -3 | -9 | -1 | -1 | -1 | 2 | 7
52 | CCCCCc1c(-c2cccc(F)c2)ncn1CCc1ccccc1OC | 3.3 | -7 | 10 | -18 | 2 | -3 | -12 | 8 | 28
53 | CCOc1ccc(N2C(=O)CC(NCCc3c[nH]c4ccccc34)C2=O)cc1 (stereo unspecified) | 4.3 | 6 | -10 | 3 | 2 | 0 | -2 | -3 | 15
54 | CNC(=S)N(Cc1ccc(OC)cc1)Cc1cc2ccc(C)cc2[nH]c1=O | -0.5 | 5 | -8 | 5 | 1 | 3 | 2 | -17 | 12
55 | CC(C)CNC(=O)C(=O)NNC(=O)C1CCCCC1 | 0.1 | 6 | -11 | -4 | 0 | -4 | -5 | 6 | 9
56 | O=C(OC1CC2CC1[C@H]1CCCCN1C2=O)N1CCN(c2ccccc2)CC1 (stereo partly specified) | 0.8 | 5 | -9 | -12 | 2 | 2 | -4 | 7 | 2

Screening results: PubChem, The Scripps Research Institute Molecular Screening Center
